# NadD block: inhibitors of S. aureus NadD, primary screen, biochemical, colorimetric, uHTS; Nicotinate-nucleotide adenylyltransferase NadD (Staphylococcus aureus N315); purified NadD enzyme, colorimetric absorbance read-out; inhibition, % at 20 µM; 360,000 compounds, 0.78% hits; in the data active = inhibition above about 26%; note: some compounds past the cut are filed as inactive
# TbMetRS inhib: T. brucei MetRS inhibitors, primary screen, biochemical, luminescence; methionyl-tRNA synthetase (Trypanosoma brucei brucei); purified T. brucei MetRS, ATP depletion, Kinase-Glo luminescence; inhibition, % at 11.9 µM; 360,000 compounds, 0.4% hits; AID 624268, 2012;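 active = inhibition above a per-plate cutoff of the control wells' mean inhibition plus 3 SD, cut at about 5.5% in these data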;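 note: 0% = DMSO wells median and 100% = median of wells with control inhibitor compound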
#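 Dosing: 11.9 µM single point; system: parasite MetRS enzyme; technique: luminescence of leftover ATP; times: 15 min enzyme-compound preincubation, 2 h reaction, 10 min detection, 25 °C; replicates: each compound tested once; read-out basis: percent inhibition relative to median high and low control wells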
# STEP inh: STEP phosphatase inhibitors, primary screen, biochemical, fluorescence intensity, uHTS; Tyrosine-protein phosphatase non-receptor type 5 (Homo sapiens), P54829; recombinant STEP, OMFP fluorogenic substrate; inhibition, % at 20 µM; 360,000 compounds, 0.25% hits; AID 588621, 2011;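 active = inhibition at 20 µM, scaled per plate between control wells, above about 37%, limit read from the data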;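 note: 0% = DMSO with enzyme and substrate and 100% = substrate only without enzyme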
# Target sequence (P54829 whole entry, looked up): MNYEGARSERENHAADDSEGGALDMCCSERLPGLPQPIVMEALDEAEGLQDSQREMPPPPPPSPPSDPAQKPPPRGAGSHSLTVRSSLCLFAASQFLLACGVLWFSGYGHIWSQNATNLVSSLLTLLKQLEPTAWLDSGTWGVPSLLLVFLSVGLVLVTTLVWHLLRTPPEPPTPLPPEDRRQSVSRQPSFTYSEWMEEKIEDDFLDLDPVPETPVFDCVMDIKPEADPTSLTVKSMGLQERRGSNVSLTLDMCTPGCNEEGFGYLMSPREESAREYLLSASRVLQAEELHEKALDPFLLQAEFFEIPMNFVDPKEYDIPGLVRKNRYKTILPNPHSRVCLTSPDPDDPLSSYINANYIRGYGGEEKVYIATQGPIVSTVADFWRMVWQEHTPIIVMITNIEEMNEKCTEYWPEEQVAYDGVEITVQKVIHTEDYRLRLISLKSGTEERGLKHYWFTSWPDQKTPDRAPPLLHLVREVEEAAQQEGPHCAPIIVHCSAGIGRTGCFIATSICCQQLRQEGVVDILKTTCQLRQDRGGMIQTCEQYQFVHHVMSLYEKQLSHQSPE
#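 Material: STEP (striatal-enriched tyrosine phosphatase) enzyme, cell-free; Compound dosing: 20 µM single dose in 1% DMSO; Technique: fluorescence read at 480 nm ex / 540 nm em; Times: reaction 20 min, ambient temperature; Medium: 50 mM Bis-Tris pH 6.0 with 2.5 mM DTT and 0.005% Tween 20; Also added: OMFP at 25 µM.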
# DNMT1 inh: human DNMT1 methyltransferase inhibitors, primary screen, biochemical, molecular beacon, fluorescence, HinP1I cleavage, uHTS; DNA (cytosine-5)-methyltransferase 1 (Homo sapiens), P26358; inhibition (reported as % activation of signal), % at 10 µM; 360,000 compounds, 0.83% hits; in the data active = inhibition above about 50%
# SUMO1-SIM PPI: modulators of SUMO1 protein-protein interactions, primary screen, biochemical, uHTS | Small ubiquitin-related modifier 1 (Homo sapiens), P63165 | 360,000 compounds, 0.33% hits | inhibition, % at 20 µM | AID 602429, 2012 | SUMO1 binding to a labelled peptide, TR-FRET, 1 h; in the data active = inhibition above about 37%
# Target sequence (P63165 whole entry, looked up): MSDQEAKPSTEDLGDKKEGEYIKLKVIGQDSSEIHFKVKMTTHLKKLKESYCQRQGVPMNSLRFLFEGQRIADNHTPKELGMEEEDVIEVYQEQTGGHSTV
# Rpn11 block: Rpn11 (PSMD14) deubiquitinase inhibitors, primary screen, biochemical, fluorescence polarization, uHTS; 26S proteasome non-ATPase regulatory subunit 14 (Homo sapiens), O00487; human 26S proteasome, Ub4-pepOG fluorescence polarization; 20S core pre-blocked with epoxomicin; calls only at 20 µM; 360,000 compounds, 0.59% hits; AID 588493, 2011;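 active = inhibition at 20 µM, scaled to each plate's controls, above about 33%, limit read from the data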
# MLLE-PAM2 inh: inhibitors of PABP1 MLLE–PAM2 peptide binding, primary screen, biochemical, fluorescence polarization, FITC-PAM2, GST-MLLE | Polyadenylate-binding protein 1 (Homo sapiens), P11940 | inhibition, % at 20 µM | 360,000 compounds, 0.36% hits | AID 588489, 2011; in the data active = inhibition above about 35%, passing the limit was not always enough;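 note: plate controls were DMSO wells with GST-MLLE for no effect and wells lacking GST-MLLE protein for full effect; some results filed as inactive read as strong as hits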
# LMPTP inh: LMPTP phosphatase inhibitors, primary screen, biochemical, fluorescence intensity, uHTS. inhibition, % at 20 µM. 360,000 compounds, 0.22% hits. recombinant LMPTP-A, OMFP fluorogenic substrate. Low molecular weight phosphotyrosine protein phosphatase (Homo sapiens), P24666. AID 651560, 2012;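 active = compounds that cut the enzyme signal by at least half of the control window in the single-dose screen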;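 note: plate controls were DMSO wells with enzyme plus substrate for no effect and substrate without enzyme for full effect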
# Target sequence (P24666 whole entry, looked up): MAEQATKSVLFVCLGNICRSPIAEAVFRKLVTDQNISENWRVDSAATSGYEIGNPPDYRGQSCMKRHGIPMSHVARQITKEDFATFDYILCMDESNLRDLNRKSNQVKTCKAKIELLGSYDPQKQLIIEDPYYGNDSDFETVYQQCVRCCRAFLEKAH
#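 Assay system: LMPTP-A, protein tyrosine phosphatase of low molecular weight / Medium: pH 6.0 Bis-Tris buffer with DTT and Triton X-100 / Schedule: 50 min enzyme reaction at room temperature, protected from light / Measured by: endpoint fluorescence intensity from OMFP dephosphorylation / Read-out basis: % inhibition relative to no-enzyme and uninhibited control wells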
# Scp1 inh: Scp-1 phosphatase inhibitors, primary screen, biochemical, colorimetric, uHTS; inhibition, % at 20 µM; Carboxy-terminal domain RNA polymerase II polypeptide A small phosphatase 1 (Homo …; 340,000 compounds, 0.88% hits; Recombinant Scp1, phosphopeptide, malachite green phosphate absorbance;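 active = inhibition above about 50% at 20 µM, limit read from the data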;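 note: plate controls were DMSO wells with enzyme for no effect and wells lacking enzyme for full effect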
# Target sequence (Q9GZU7 76-261 limits assumed): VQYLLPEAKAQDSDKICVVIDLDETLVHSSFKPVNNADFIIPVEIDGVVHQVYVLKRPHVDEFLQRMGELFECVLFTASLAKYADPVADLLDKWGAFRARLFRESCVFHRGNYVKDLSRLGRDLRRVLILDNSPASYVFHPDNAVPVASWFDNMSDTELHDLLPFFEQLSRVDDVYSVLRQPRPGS
#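 Incubation: 45 min enzyme reaction at room temperature / System: truncated SCP-1 phosphatase (76-261aa) / Reagent: Phospho 17-mer peptide substrate / Buffer or medium: Acidic Tris acetate buffer with magnesium and detergent / Signal: absorbance at 630 nm / Doses: one concentration, 20 µM, with 1.0% DMSO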
# CSN deneddyl inh: inhibitors of CSN-mediated cullin deneddylation, primary screen, biochemical, fluorescence polarization, uHTS | COP9 signalosome complex subunit 5 (Homo sapiens), Q92905 | Purified CSN, SCF-Nedd8-OG deneddylation | inhibition, % at 12.5 µM | 360,000 compounds, 0.38% hits | AID 651999, 2013;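 active = pattern-corrected inhibition above about 35%, with an unprinted fluorescence ratio check between 0.5 and 1.5, limit read from the data, passing the limit was not always enough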;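 note: 0% = enzyme with substrate and 100% = substrate without enzyme; some results filed as inactive read as strong as hits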
#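 assay system = purified human Csn5 enzyme expressed in HEK293T cells | amount = 0.24 nM enzyme | buffer or medium = Tris/NaCl/DTT buffer, pH 7.5 | reagent = 10 nM SCFSkp2-Nedd8OG | compound = one concentration, 12.5 µM, 0.25% DMSO | times = 90 min reaction at room temperature | signal = FP | read-out basis = % inhibition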
# An asterisk follows results filed as active; i = inactive; / = no result given.
SMILES,NadD block,TbMetRS inhib,STEP inh,DNMT1 inh,SUMO1-SIM PPI,Rpn11 block,MLLE-PAM2 inh,LMPTP inh,Scp1 inh,CSN deneddyl inh
CC(C)Oc1ccc(/C(O)=C2/C(=O)C(=O)N(CCN3CCNCC3)C2c2ccc(C(C)C)cc2)cc1 (stereo not given),-0.3,0.0,5.3,0.4,-3.7,i,-3.7,-1.3,2.7,-2.2
COc1ccc(-c2nnc(SCC(=O)Nc3cccnc3Cl)n2C)cc1,2.9,-0.6,0.3,2.3,1.0,i,-55.8,-0.8,-4.9,4.1
Cc1nc2c(-c3ccc(F)cc3)c(C)nn2c(C)c1CCC(=O)N1CCN(c2ccccc2)CC1,-0.9,0.0,3.3,-2.8,4.9,i,-3.2,1.8,-9.8,-2.3
CC(C)c1ccc(/C=C2\SC(=O)N(CC(=O)NC3CCS(=O)(=O)C3)C2=O)cc1 (stereo not given),-2.1,0.6,1.1,-6.2,-9.0,i,15.6,1.1,5.8,2.6
CN(C)C(=O)c1cccn(Cc2ccc(C(F)(F)F)cc2)c1=O,1.8,-0.3,3.1,0.8,4.7,i,-9.2,0.7,-2.9,-17.6
COc1ccc(NC(=O)N(C)C[C@@H]2OCc3cnnn3CCCC(=O)N([C@H](C)CO)C[C@H]2C)cc1,4.9,-1.2,-0.4,4.3,4.7,i,1.9,-4.0,/,-2.5
CC1CCN(c2ccc(S(=O)(=O)NC3=NCCCCC3)cc2[N+](=O)[O-])CC1,-4.5,-0.8,5.7,2.0,-17.1,i,4.4,1.5,-6.1,-0.1
C/C=N/NC(=O)CCCC(=O)N/N=C/C,-4.9,-0.5,-2.6,0.8,-0.1,i,14.0,0.2,-6.6,3.1
O=C(N/N=C/c1ccncc1)c1cccc(S(=O)(=O)N2CCCC2)c1,-0.1,-0.2,-1.8,1.1,-11.5,i,-4.6,0.1,-6.8,-3.4
O=C(NCc1cccnc1)/C(=C/c1ccc(-c2cccc(Cl)c2)o1)S(=O)(=O)c1ccccc1,-3.2,-1.3,-2.4,1.3,2.4,i,-8.7,-2.6,-3.6,-0.1
COc1ccc(C2/C=C\CC(NS(=O)(=O)c3ccc(C)cc3)CC(=O)N2Cc2ccccc2F)cc1 (stereo not given),-6.7,-1.5,-0.2,-0.3,2.5,i,2.4,1.6,1.3,2.7
COC(=O)[C@]12CCCCC=C1N(Cc1ccccc1)C(=O)[C@H](CC(=O)NCc1ccc(C)o1)C2,1.2,0.2,/,/,2.9,/,/,0.4,/,3.8
Cn1cc(CC(=O)NCc2ccc(F)cc2)c2ccccc21,-4.2,-0.4,22.2,-1.7,4.1,i,0.8,0.7,-15.6,-5.3
O=C(NCCc1ccc(Cl)cc1)C1CCN(c2cnccn2)CC1,-2.3,-0.5,-1.8,-0.2,-4.7,i,5.0,-1.3,-7.3,0.9
O=C(NCc1ccccc1)C(c1cccc2ccccc12)n1c(=O)c(-c2ccccc2)nc2ccccc21 (stereo not given),/,-1.2,/,/,-52.4,/,/,2.8,/,-2.3
CC(=O)c1sc(NC(C)c2ccccc2)nc1C (stereo not given),2.4,0.3,0.3,-0.6,7.8,i,-63.6,0.0,-4.9,-2.1
CCN(CC)C(=O)Cn1c(=O)n(CCC(=O)Nc2ccc(F)cc2)c(=O)c2sccc21,-3.5,0.3,2.2,1.1,-2.5,i,13.1,0.1,-4.7,2.8
C=CCNc1nc2cc(-c3ccccc3C)sc2c(=O)n1C,-23.2,0.1,-0.5,2.3,-8.3,i,-14.4,2.3,/,-4.1
COc1ccc(CNC(=O)CCCCCNC(=O)N2CCn3c2nc2ccccc23)cc1,-3.6,0.1,-2.1,-3.0,-1.9,i,-5.8,-0.6,-2.4,3.3
COCC1CCN(C(=O)CCc2nnc(CCCCc3ccccc3)o2)CC1,-2.2,-0.3,0.6,1.5,-2.4,i,9.7,-2.1,-8.9,2.3

# Profiles, quoted from the list. Values in the order: NadD block	TbMetRS inhib	STEP inh	DNMT1 inh	SUMO1-SIM PPI	Rpn11 block	MLLE-PAM2 inh	LMPTP inh	Scp1 inh	CSN deneddyl inh
# Record of `COCC1CCN(C(=O)CCc2nnc(CCCCc3ccccc3)o2)CC1` → -2.2	-0.3	0.6	1.5	-2.4	i	9.7	-2.1	-8.9	2.3
# Record of `COC(=O)[C@]12CCCCC=C1N(Cc1ccccc1)C(=O)[C@H](CC(=O)NCc1ccc(C)o1)C2` → 1.2	0.2	/	/	2.9	/	/	0.4	/	3.8
# Record of `C=CCNc1nc2cc(-c3ccccc3C)sc2c(=O)n1C` → -23.2	0.1	-0.5	2.3	-8.3	i	-14.4	2.3	/	-4.1

# Next part
SMILES,NadD block,TbMetRS inhib,STEP inh,DNMT1 inh,SUMO1-SIM PPI,Rpn11 block,MLLE-PAM2 inh,LMPTP inh,Scp1 inh,CSN deneddyl inh
CCCNC(=O)NC(=O)CSc1ccc(C)cc1C,-7.8,-0.8,2.0,-0.7,-0.8,i,-6.2,1.5,-3.4,4.8
CCOc1ccc(C(=O)Nc2ccc(N3CCN(S(C)(=O)=O)CC3)cc2)cc1[N+](=O)[O-],1.0,-0.1,1.8,3.3,0.1,i,12.2,-0.4,-7.0,4.3
CCOCC(=O)Nc1cccc(SC)c1,2.2,0.3,0.9,0.7,-0.3,i,12.9,0.0,1.6,-10.5
CCOc1ccc(NC(=O)c2c(NC(=O)CNCCN3CCOCC3)sc3c2CCC3)cc1,-5.4,-0.3,2.8,-5.0,-3.8,i,6.9,0.6,-8.3,1.5
O=C(c1ccncc1)N1CCN(C(=O)c2ccco2)CC1,3.3,0.0,1.5,0.2,-2.3,i,1.2,-1.2,0.5,0.7
C=C1CCN([C@@H](C)C(=O)OCc2ccc(C)cc2)S(=O)(=O)c2ccccc21,-19.6,-0.6,-0.1,6.0,5.9,i,-4.8,-0.8,-1.0,1.3
COc1ccc(C(=O)Nc2ccccc2C(=O)NCc2ccco2)cc1,-3.4,-1.2,0.7,-0.8,2.6,i,-9.6,0.2,-0.8,-2.2
COC(=O)C1C/C(=N\NS(=O)(=O)c2ccc(C)cc2)c2ccsc2C1 (stereo not given),0.4,-0.6,7.4,1.9,1.1,i,-4.1,0.3,-2.7,-0.4
N#Cc1ccccc1NS(=O)(=O)c1cc2c3c(c1)CCC(=O)N3CCC2,1.8,0.0,-0.5,-0.8,2.2,i,-3.8,-0.4,-4.8,-0.5
O=C(COc1ccccc1)Nc1ccc(Cl)c(-c2nc3ncccc3o2)c1,-1.3,-1.0,-0.3,28.7,1.9,i,2.7,0.4,0.0,-0.8
O=C(CCCn1ncn2c(cc3occc32)c1=O)N1CCc2ccccc2C1,5.5,-0.4,4.9,-2.0,2.4,i,-6.6,-2.2,-2.2,-0.4
Cc1ccc(S(=O)(=O)N2CCC(=O)N(C(COCc3cccc(C)c3)Cc3ccccc3)CC2)cc1 (stereo not given),-8.1,-0.6,6.3,1.9,-4.5,i,-7.3,9.1,-16.8,4.3
Cc1ccc(NC(=O)CN2C(=O)C(=O)N(C3CCCC3)C2=O)c(Cl)c1,8.8,-0.2,-2.2,-2.4,-0.8,i,-25.0,1.1,-4.3,-5.7
O=C(NCN1CCN(CCO)CC1)c1cnccn1,4.8,-0.3,-1.7,4.8,-4.0,i,-4.8,-7.7,2.5,-1.7
CCOC(=O)c1ccc(NC(=O)CC2Sc3ncnn3C2=O)cc1 (stereo not given),4.5,-0.4,-2.3,2.9,1.7,i,41.6*,-3.5,2.4,4.1
CN(C)C(=O)N1CCN(C(=O)N2CCOCC2)CC1,-2.4,-1.2,-0.4,1.3,-1.1,i,6.9,-0.7,3.3,3.2
O=C(Cc1nc2ccccc2[nH]1)NCc1ccco1,3.7,5.1,0.5,-2.2,-0.3,i,-5.6,-0.5,-1.6,-4.3
Cc1cccc(Nc2ncnc(N)n2)c1,-2.6,0.1,3.3,5.9,2.2,i,-1.8,-0.1,-7.2,-4.9
CC(=O)c1c(Cl)nc2ccc(Br)cc2c1-c1ccccc1,-6.9,-1.2,1.4,3.7,4.0,i,9.3,3.3,2.3,0.9
CC(=O)N1CCCc2cc(S(=O)(=O)N3CCCC(C(=O)Nc4cccc(F)c4)C3)ccc21 (stereo not given),-1.8,-0.3,-1.5,-1.1,1.8,i,-1.4,0.3,-8.2,-1.1
COC(=O)C1CCN(C(=O)COc2cc3sc(C)nc3c3sccc23)CC1,-3.0,-0.3,2.0,-0.8,1.5,i,2.6,0.1,1.9,-3.8
COc1ccc(Cl)cc1N1C(=O)CC(N2CCc3ccccc32)C1=O (stereo not given),8.1,-0.2,0.5,-1.0,-4.7,i,-7.3,1.4,-13.1,-3.3
O=C(CCCN1C(=O)/C(=C/c2ccccc2Cl)SC1=S)NNC(=O)c1ccccc1,-0.2,-0.6,0.1,-3.4,-2.2,i,16.8,1.4,-10.3,0.5
CCC[N+](CC#Cc1ccccc1)(CCC)CC(=O)c1ccc(Cl)cc1,-2.5,-0.4,-0.4,-5.6,1.8,i,5.5,0.4,2.4,-2.1
O=C(NCCN1CCCCC1)Nc1ccc([N+](=O)[O-])cc1,-5.2,1.2,4.6,1.0,-12.0,i,4.1,4.1,-1.8,0.0
CC(C)n1cnc2cc(NC(=O)c3ccco3)ccc21,-4.4,-0.7,-0.4,3.0,-0.4,i,-0.9,0.3,-2.0,3.6

# Screens deposited in PubChem BioAssay by several laboratories.
